aSyn tox rescue – inhibitors of alpha-synuclein toxicity in yeast | Potency, µM (series often up to 46.1 µM), for the others: at the top dose growth rescue (activation), hits mostly activators | 94,000 compounds, 0.02% hits | S. cerevisiae alpha-synuclein toxicity rescue, BacTiter-Glo growth, 24 h; active = well fitted activation curve with a large enough effect; also: 0% is about no effect
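Growth restoration measured by BacTiter-Glo luminescence after 24 hr at 30 deg C; alpha-synuclein yeast, raffinose-pregrown to mid-log, were added at OD600=0.02 in galactose medium onto pinned compounds.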
Numbers without * were called inactive; & = joins results of further samples; [ ] = dose if it differs, or a comment. Potency is read from the fitted curve at half-maximal effect. These rows are one share of the data; the hit share may differ from the screen's.

Structure	aSyn tox rescue
Cc1ccc(C)c(NC(=O)c2ccc3c(O)c(S(=O)(=O)c4ccc(Cl)cc4)c(=O)[nH]c3c2)c1	-13.2%
COc1ccccc1NC(=O)c1c(NCc2ccc(OC)c(OC)c2OC)sc2c1CCCC2	1.5%
CCn1c(=NC(=O)CSC(C)=O)sc2cc(OC)ccc21	4.2%
CC(C)Cn1cc(NC(=O)NCc2ccc(Cl)cc2)c2ccccc2c1=O	-4.6%
Cc1ccc(C)c(N2CCN(c3nccn4nc(-c5ccc(Br)cc5)cc34)CC2)c1	-8.9%
COc1ccccc1NS(=O)(=O)c1cc(NC(=S)NCC2CCCO2)ccc1C (configuration not stated)	12.4%
CC(C)/C(=N\NS(=O)(=O)c1ccc(Br)cc1)c1cccs1	0.7%
O=C(CSc1nccn(-c2ccc(Br)cc2)c1=O)NC1CCCC1	-49.6%[inhibitor]
CC1C=CC(C)C(C(=O)c2ccccc2)C1C(=O)c1ccccc1 (configuration not stated)	2.6%
COc1ccc(CC(=O)NCc2nc3cccnc3n2Cc2ccc(F)cc2)cc1OC	-8.3%
COc1cc(NS(=O)(=O)c2ccc(Nc3nc(-c4ccccn4)cs3)cc2)nc(OC)n1	-3.1%
CC(C)CCn1c(SCC(=O)NC2CCS(=O)(=O)C2)nc2cc(Cl)ccc2c1=O (configuration not stated)	-12.0%
O=C(NCCOCCn1c(=O)oc2ccccc21)Nc1cccc(Cl)c1	0.8%
Cc1c(C(=O)O)nn(-c2ccccc2)c(=O)c1C#N	-5.5%
CSc1nnc2ccc(-c3cccs3)nn12	-3.9%
Cc1ccc(NC(=O)C2CCCN(S(=O)(=O)c3ccc4[nH]c(=O)ccc4c3)C2)c(C)c1 (configuration not stated)	4.0%
O=C1C(=O)N(C2CCN(C(=O)c3ccc(F)cc3)CC2)CCN1Cc1ccc(F)cc1	-1.9%
CCOC(=O)C1CCN(C(c2ccc(OCC)cc2)c2c(O)cc(C)n(CCOC)c2=O)CC1 (configuration not stated)	1.5%
Cc1cccc(N(C)C(=O)CCS(=O)(=O)c2ccc3c(c2)n(C)c(=O)c(=O)n3C)c1	1.3%
CC(=O)Nc1ccc(S(=O)(=O)Nc2nnc(C)s2)cc1	-5.4%
Cc1ccc(C(=O)COC(=O)c2cccc(NC(=O)c3ccc(Cl)cc3Cl)c2)cc1	2.9%
Cc1cccc(/C=C/c2onc(C)c2S(=O)(=O)N2CCC(C(=O)N3CCCCC3)CC2)c1	-9.8%
O=S(=O)(Nc1cccc(-c2nc3cccnc3s2)c1)c1ccc2c(c1)CCCC2	-1.6%
Cc1ccc(NC(=O)c2ccn(C)n2)c(Br)c1	-10.7%
CCOc1ccc(C(=O)Nc2cc(-c3ccccc3)no2)cc1	-13.2%
COc1ccc(NC(=O)c2oc3ccccc3c2NC(=O)c2ccc(OC)c(OC)c2)c(OC)c1	-1.9%
O=C(Nc1ccc(F)cc1)[C@H](Cc1ccccc1)N1Cc2ccccc2C1=O	1.0%
Cc1cccc(-c2noc(-c3ccc(NCc4ccco4)c([N+](=O)[O-])c3)n2)c1	0.6%
CCCNC(=O)C1=C(C)C(=O)OC12CCC(C)CC2 (configuration not stated)	0.0%
O=C(Nc1c(Cl)cccc1Cl)c1cccc2c1C(=O)N(C1CCCCC1)C2	-4.9%

The closing two records of the part before lead into the next:
Structure	aSyn tox rescue
CCCNC(=O)C1=C(C)C(=O)OC12CCC(C)CC2 (configuration not stated)	0.0%
O=C(Nc1c(Cl)cccc1Cl)c1cccc2c1C(=O)N(C1CCCCC1)C2	-4.9%
Cc1ccc(NC(=O)CSc2nc3ccccc3nc2N2CCOCC2)cc1	4.9%&13.3%
COc1cc(NC(=O)CN2C(=O)C(c3ccc(Cl)cc3)=NC23CCCCC3)cc(OC)c1	5.0%
COC(=O)c1ccc(NC(=O)c2c(NCc3ccc(OC)c(OC)c3)sc3c2CCCC3)cc1	13.5%
Cn1c(SCc2ccc(F)cc2)nc2ccc(C(=O)NCc3ccccc3)cc21	-6.0%
CCCCN(CCCC)S(=O)(=O)c1c(C)[nH]c(=O)[nH]c1=O	6.3%
Cc1cccc(CSc2nnc(CCCCCN)o2)c1	-7.3%
O=C(OCC(=O)N1CCN(c2ccccc2)CC1)c1ncc(Cl)c(Cl)c1Cl	-47.7%[inhibitor]
COc1ccc(C)c2sc(N(Cc3cccnc3)C(C)=O)nc12	-2.1%
O=c1c2nncn2ccn1-c1ccc(F)c(F)c1	3.2%
COc1ccc(CNC(=O)c2ccc(CN3C(=O)C(C)=C(c4ccc(C)cc4)S3(=O)=O)cc2)cc1	8.9%
O=C1c2ccc([N+](=O)[O-])cc2C(=O)N1CNc1ccccn1	-12.1%
COc1ccc(C2CCCN2C(=S)Nc2cccc(Cl)c2)cc1OC (configuration not stated)	6.7%
CCOC(=O)CN(C(=O)CSc1nnc(COc2ccc(OC)cc2)n1CC)c1ccccc1	16.5%
CC(Sc1nc2ccccc2c(=O)n1CCCN1CCOCC1)C(=O)N1CCc2ccccc21 (configuration not stated)	10.5%
CCOCCCNC(=O)NC(C)c1c(-n2cccc2)sc2c1CCN(CC)C2 (configuration not stated)	-10.5%
CCOC(=O)N/N=C\c1ccc(-c2cccc(C(F)(F)F)c2)o1	-11.8%
COCCCNC(=O)c1sc2ncccc2c1-n1cccc1	3.0%
O=C(NCc1ccncc1)c1ccc(N2CCCC2)c([N+](=O)[O-])c1	-4.1%
C=C(Br)Cn1cnc2ccccc21	-16.5%
Cc1ccc(N2CC(C(=O)Nc3ccc(Br)cc3)CC2=O)cc1 (configuration not stated)	-2.4%
CCOC(=O)c1cc(-c2ccccc2)sc1NC(=O)COC(=O)c1ccc(Cl)c(S(N)(=O)=O)c1	-14.0%
CCCCCCCCCCCCCCCC(=O)OC/C=C(C)/C=C/C=C(C)/C=C/C1=C(C)CCCC1(C)C	-9.2%
COc1ccc(CCNS(=O)(=O)c2cc(-c3cc(C)no3)ccc2C)cc1OC	5.9%
COc1ccc(Cn2c(CO)cnc2SCc2cccc(C)c2)cc1	11.5%
COc1ccc(/C=N/Nc2nccnc2Cl)c(OC)c1	0.5%
CN(C)S(=O)(=O)c1cccc(CSCc2cccc(S(=O)(=O)N(C)C)c2)c1	-2.0%
CCOC(=O)c1ccc(N2CCN(c3cc(Cl)ccc3C)CC2)c(NC(=O)Nc2cccc(OC)c2)c1	5.5%
CCOC(=O)C1CCCN(c2nc3c(S(=O)(=O)c4ccc(CC)cc4)nnn3c3ccc(Cl)cc23)C1 (configuration not stated)	5.6%
COc1ccc(-n2nc3ccc(NC(=O)COc4ccc(C)c(C)c4)cc3n2)cc1	0.6%
CCOc1ccccc1CNC(=O)c1cnc2sc(N3CCOCC3)nn2c1=O	0.5%

2 of these compounds in another layout.
COc1ccc(/C=N/Nc2nccnc2Cl)c(OC)c1
  aSyn tox rescue = 0.5%

CN(C)S(=O)(=O)c1cccc(CSCc2cccc(S(=O)(=O)N(C)C)c2)c1
  aSyn tox rescue = -2.0%

(continued)
Structure	aSyn tox rescue
COc1cc(Nc2nc(SCC(=O)c3ccc(Cl)c(Cl)c3)nc3ccccc23)cc(OC)c1	-2.5%
COc1cc(-c2nc(Cn3nnc(C(=O)Nc4ccccc4)c3C)c(C)o2)cc(OC)c1OC	8.6%
O=C(COC(=O)c1ccc(S(=O)(=O)N2CCCCCC2)cc1)Nc1ccccc1C(F)(F)F	2.3%
COc1ccc(N(Cc2cc3ccccc3[nH]c2=O)C(=O)c2cccc(Cl)c2)cc1	5.9%
CCCCCCN1C[C@@H](n2cc(-c3ccc(F)cc3)nn2)[C@H](O)C[C@@H]1c1ccc(Cl)cc1	-26.7%
CCn1cc2nc(SCc3ccc(F)cc3)n(CCc3ccccc3)c(=O)c2n1	11.5%
CCOC(=O)c1c(-c2ccccc2)oc2ccc(N(C(C)=O)S(=O)(=O)c3ccccc3)cc12	-16.5%
COc1ccc2oc(=O)cc(CN3CCN(c4ccc(F)cc4)CC3)c2c1	3.1%
CCOC(=O)c1c(C)[nH]c(CCC(=O)NCCCN2CCN(c3cc(Cl)ccc3C)CC2)c1C	5.6%
Oc1ccc(/C=N/Nc2ccc(Cl)nn2)c(O)c1O	6.3%
COc1ccccc1OCC(=O)/C=C1/N(C)c2ccccc2C1(C)C	10.7%
COCCNC(=O)C(=O)NCC1OCCN1C(=O)c1ccc(Cl)cc1 (configuration not stated)	2.7%
CCN(CCCNC(=O)CSc1cc(=O)n(C)c2cc(Cl)ccc12)c1cccc(C)c1	-7.0%
CCOc1ccc(/C=C(\C#N)c2nc(-c3cc4ccccc4oc3=O)cs2)c(OCC)c1	-7.3%
COc1cc(NC(=O)C2CCN(S(=O)(=O)c3ccc4c(c3)oc(=O)n4C)CC2)cc(OC)c1	-5.7%
COc1ccc(Cl)cc1Nc1cc(C)nc2ncnn12	3.9%
CCOc1ccc(S(=O)(=O)NCc2ccccn2)cc1NC(=O)c1ccccc1F	14.5%
COc1cccc(NC(=O)CN2C=NS(=O)(=O)c3ccccc32)c1	-7.7%
Cc1cc([N+](=O)[O-])nn1CC(=O)Nc1ccc(Cl)cn1	-5.3%
CCc1ccccc1NC(=O)CC1NCCNC1=O (configuration not stated)	2.4%
CCN(c1ccccc1)P(=O)(Nc1ccccc1)Nc1ccccc1	-4.3%
CC(=O)Nc1ccc(S(=O)(=O)NCc2ccc(C)n2C)cc1	1.9%
CC(=O)N1CCN(c2ccc(NC(=O)c3ccc(Cl)cc3)cc2)CC1	4.3%
COc1ccc2c(CNC3CCCCCC3)c(C(=O)O)n(Cc3cccc(F)c3)c2c1	3.7%
COc1ccc(S(=O)(=O)NCC(c2ccco2)N2CCN(c3ccccc3F)CC2)cc1C (configuration not stated)	0.1%
Cc1c(Cl)cccc1NC(=O)CC1Oc2ccccc2NC1=O (configuration not stated)	-7.2%
O=C(NCCS(=O)(=O)N1CCN(c2ccccc2)CC1)C1CCCCC1	7.1%
COc1ccc(-c2cc3ccc(O)c(CN4CCOCC4)c3oc2=O)cc1OC	-6.4%
CCn1cc(S(=O)(=O)c2cc(C)cc(C)c2)c(=O)c2cc(F)c(N3CCCC3)cc21	-6.5%
CCOc1ccc(CNC(=O)C2CCN(C3=NS(=O)(=O)C(c4ccc(C)cc4)=C3CC)CC2)cc1	-10.3%
CCCC/C(O)=C1\C(=O)CC(C)(C)CC1=NCCCCCC(=O)O	7.1%
Cc1ccc(Cl)cc1-n1ncc2c(NCCC3=CCCCC3)ncnc21	-23.0%
COc1ccc(CNC(=O)COc2ccc(C(=O)c3ccc(F)cc3)cc2)cc1	5.2%
COc1ccc(C2CC(c3c(O)n(C4CCCCC4)c(=O)[nH]c3=O)=Nc3ccccc3S2)cc1 (configuration not stated)	7.3%
O=C(Cn1nnc(-c2ccccc2F)n1)OCC(=O)c1ccccc1	-4.7%
COc1ccc(S(=O)(=O)N2C(=O)/C(=C3\SC(N)=NC3=O)c3ccccc32)cc1	5.3%
c1ccc(Nc2c(-c3c[nH]c4ccccc34)nc3ccccn23)cc1	5.5%
Cc1ccc(-c2nc3scc(CCNC(=O)c4cccc(Br)c4)n3n2)cc1	7.1%
O=C(N/N=C/c1ccccc1[N+](=O)[O-])c1ccc2c(c1)OCCO2	0.1%
CC(=O)C1=C(O)C(=O)N(C)C1c1ccccc1[N+](=O)[O-] (configuration not stated)	-6.4%

In another format: 4 of the compounds above.
c1ccc(Nc2c(-c3c[nH]c4ccccc34)nc3ccccn23)cc1
  aSyn tox rescue: 5.5%
Cc1ccc(-c2nc3scc(CCNC(=O)c4cccc(Br)c4)n3n2)cc1
  aSyn tox rescue: 7.1%
O=C(N/N=C/c1ccccc1[N+](=O)[O-])c1ccc2c(c1)OCCO2
  aSyn tox rescue: 0.1%
CC(=O)C1=C(O)C(=O)N(C)C1c1ccccc1[N+](=O)[O-] (configuration not stated)
  aSyn tox rescue: -6.4%
